NR2F2 inh = inhibitors of human COUP-TFII (NR2F2). 0.7% of 370,000 active. HEK293T NGFI-A luciferase reporter, luminescence. P24468. inhibition, % at 8.6 µM. AID 686940;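 active means inhibition above a per-plate cutoff, mean inhibition of test wells between control levels plus 3 SD, cut at about 38% in these data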;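 further: cells cotransfected with COUP-TFII expression vector driving the NGFI-A reporter; 0% = median of COUP-TF2 test wells and 100% = reporter-only cells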
Target sequence (P24468 whole entry, looked up): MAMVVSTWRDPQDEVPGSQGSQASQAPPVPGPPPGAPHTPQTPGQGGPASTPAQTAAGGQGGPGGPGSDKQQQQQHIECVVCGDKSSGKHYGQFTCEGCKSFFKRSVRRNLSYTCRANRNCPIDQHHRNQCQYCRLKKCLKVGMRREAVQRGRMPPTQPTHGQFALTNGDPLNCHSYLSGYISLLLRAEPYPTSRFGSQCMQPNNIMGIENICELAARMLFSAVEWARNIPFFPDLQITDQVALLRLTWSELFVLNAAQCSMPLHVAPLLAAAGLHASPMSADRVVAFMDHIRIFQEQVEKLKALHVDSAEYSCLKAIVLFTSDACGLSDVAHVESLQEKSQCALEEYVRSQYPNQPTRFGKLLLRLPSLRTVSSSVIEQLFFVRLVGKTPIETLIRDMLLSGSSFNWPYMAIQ
KKLEB cytotox = reduces viability of KKLEB cystic fibrosis airway cells | AID 602141 | 0.36% of 360,000 active | KKLEB CF airway cells viability, ATPlite luminescence, overnight; hits give low values; cells stimulated with P. aeruginosa culture filtrate | activity change (cytotoxicity), % at 5 µM;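 active means corrected activity change at or below -50% at 5 µM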
TWEAK Fn14 block = blocks TWEAK-Fn14 interaction in a reporter cell assay; TWEAK-stimulated Fn14 reporter cells, luciferase luminescence, 8 h; inhibition, % at 10 µM; 2% of 360,000 active; in the data active means inhibition above about 50%
NCOA3 inh = inhibitors of human steroid receptor coactivator 3 (SRC3); Q9Y6Q9; HEK293 GAL4-SRC3 luciferase reporter, luminescence; inhibition, % at 3.6 µM; 0.17% of 360,000 active; AID 588352;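 active means inhibition above a per-campaign cutoff, the mean of all compounds plus 3 SD, cut at about 60% in these data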;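 further: 0% = DMSO-treated cells and 100% = gossypol-treated cells at 36 µM; higher means less SRC3-driven luciferase light from the GAL4 reporter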
CF NFkB inh = cystic fibrosis NF-kB activation inhibition | KKLEB NF-kB-GFP reporter, PAF-induced, GFP fluorescence overnight | inhibition, % at 5 µM | 0.86% of 360,000 active;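 active means at least 50% inhibition at 5 µM, scaled per plate between neutral and stimulator controls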;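 further: PAF is a Pseudomonas aeruginosa culture filtrate used as stimulus; plate controls were PAF-stimulated DMSO wells for no effect and unstimulated DMSO wells for full effect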
C8 TRAIL sens = sensitizes caspase-8 expressing cells to TRAIL; NB7+C8 cells + TRAIL, ATPlite viability luminescence; inhibition (viability loss, TRAIL sensitization), % at 10 µM; 1% of 360,000 active; AID 624354;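 active means compounds causing at least 50% loss of cell viability in the single-dose screen, relative to plate controls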
NR5A2 inv ag = suppresses constitutive activity of human LRH-1; O00482; AID 602396; inhibition, % at 3.6 µM; HEK293T StAR-luciferase reporter, LRH-1 transfected, 24 h; 0.13% of 360,000 active;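 active means inhibition above the mean inhibition of all tested compounds plus 3 SD, cut at about 73% in these data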;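 further: 0% = DMSO wells and 100% = reporter-only cells lacking LRH-1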
Target sequence (O00482 whole entry, looked up): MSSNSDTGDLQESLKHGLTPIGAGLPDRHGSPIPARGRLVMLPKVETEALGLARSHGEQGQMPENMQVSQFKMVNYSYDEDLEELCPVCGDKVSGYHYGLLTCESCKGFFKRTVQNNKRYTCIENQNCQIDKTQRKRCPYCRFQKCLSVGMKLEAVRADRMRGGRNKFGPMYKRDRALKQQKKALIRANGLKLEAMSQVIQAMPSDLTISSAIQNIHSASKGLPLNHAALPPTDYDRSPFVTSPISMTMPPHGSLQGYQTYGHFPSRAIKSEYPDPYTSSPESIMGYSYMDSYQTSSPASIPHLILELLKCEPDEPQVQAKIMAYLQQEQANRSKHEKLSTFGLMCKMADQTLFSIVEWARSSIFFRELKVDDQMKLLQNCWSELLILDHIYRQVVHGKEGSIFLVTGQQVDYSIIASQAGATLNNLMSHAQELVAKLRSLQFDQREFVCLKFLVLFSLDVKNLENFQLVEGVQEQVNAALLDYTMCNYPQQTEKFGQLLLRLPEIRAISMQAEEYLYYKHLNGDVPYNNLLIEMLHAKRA
SRC2 inh = human SRC2 (NCOA2) inhibition; HEK293 GAL4-SRC2 luciferase reporter, luminescence; AID 651957; Q15596; inhibition, % at 9 µM; 0.17% of 370,000 active;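 active means inhibition above the mean inhibition of all tested compounds plus 3 SD, set per campaign, cut at about 52% in these data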;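 further: 0% = DMSO treated cells and 100% = cells given Gossypol at 36 µM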
LMP1 NFkB inh = inhibitors of Epstein-Barr LMP1-induced NF-kappaB reporter | LMP1-induced NF-kappaB luciferase reporter cells, luminescence | inhibition, % at 12.5 µM | 0.69% of 350,000 active; in the data active means inhibition above about 41%;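 further: 0% = neutral control wells and 100% = reference inhibitor control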
TROY NFkB inh = TROY signaling inhibition; Q293 LMP1-TROYcd NF-kB luciferase reporter, 4 h; inhibition, % at 10 µM; 0.98% of 360,000 active; AID 1347056;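 active means compounds whose plate-normalised and pattern-corrected inhibition of the luciferase reporter signal at the single screening dose is 50% or more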
NCOA1 inh = inhibitors of human steroid receptor coactivator 1 (SRC1); HEK293 GAL4-SRC1 luciferase reporter, luminescence; inhibition, % at 3.6 µM; 0.12% of 360,000 active; AID 588354;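 active means inhibition above the campaign mean plus 3 SD, with each screening campaign given its own cutoff, cut at about 60% in these data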;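 further: 0% = DMSO treated cells and 100% = gossypol at 36 µM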
Starred values were filed as active, the others as inactive; . = no result given. An unsorted share of the library, and some 4.2% of all compounds hit somewhere here.

SMILES | NR2F2 inh | KKLEB cytotox | TWEAK Fn14 block | NCOA3 inh | CF NFkB inh | C8 TRAIL sens | NR5A2 inv ag | SRC2 inh | LMP1 NFkB inh | TROY NFkB inh | NCOA1 inh
CC(C)OCC(O)CS(=O)(=O)Cc1ccccc1 (stereo not drawn) | 7 | -6 | 2 | -4 | -3 | -7 | -26 | -11 | 2 | -10 | -4
C/C(=N\NC(=O)c1nnn(-c2nonc2N)c1CN(C)c1ccccc1)c1ccccn1 | . | 0 | -6 | 15 | 6 | 6 | -7 | . | 15 | -2 | -8
COC(=O)c1cc(NCc2ccccc2F)ccc1N1CCOCC1 | -9 | -1 | 8 | 13 | 4 | 4 | 4 | -5 | 0 | -9 | 11
NC(=O)Nc1cccc2ccccc12 | 10 | 5 | 9 | 4 | 0 | -9 | 9 | -4 | 0 | 15 | -5
CC1=C(C(=O)N2CCCCCC2)CC(CC(=O)NCCCN(C)C)C(=O)N1Cc1ccc(F)cc1 (stereo not drawn) | 1 | . | -8 | . | . | 4 | 2 | -31 | . | 5 | .
Cc1ccc(NC(=O)CNC(=O)c2ccco2)nc1 | 15 | 5 | 8 | 8 | 10 | -12 | 11 | 14 | -2 | 12 | -16
COc1ccccc1NCC(=O)N1CCN(S(=O)(=O)c2ccccc2)CC1 | 21 | 10 | -2 | -1 | 22 | -6 | -3 | -2 | 7 | 2 | -7
c1ccc(C2=NNC(c3ccco3)=Nc3ccccc32)cc1 | 9 | -6 | -14 | 11 | 18 | -4 | -2 | -9 | 8 | -4 | -21
CCOc1ccc(S(=O)(=O)Nc2cccc(Cl)c2)cc1 | 24 | 2 | 34 | 1 | 18 | -14 | 22 | 5 | -2 | 13 | 8
CC(NC(=O)c1ccnc(C(C)(C)C)c1)c1ccccc1 (stereo not drawn) | 7 | -8 | -19 | 5 | 0 | -9 | 4 | 24 | -3 | 3 | -3
CCN(C(=O)COC(=O)COc1ccc2c(c1)CCC2)c1c(N)n(Cc2ccccc2)c(=O)[nH]c1=O | 4 | 8 | 6 | 1 | -19 | 0 | -3 | -4 | -5 | 4 | -30
CC(OC(=O)Cc1ccc(Cl)cc1)C(=O)NC1CCCCC1C (stereo not drawn) | -2 | 7 | -3 | 13 | 4 | -3 | 6 | 2 | 8 | 4 | -12
O=C(NCc1ccccn1)C1CC(c2ccc(F)cc2)=NO1 (stereo not drawn) | -12 | -4 | 5 | -40 | 6 | 7 | -1 | -7 | -1 | 7 | -4
CC(OC(=O)CCN1C(=O)C2CC=CCC2C1=O)C(=O)Nc1cccc(Cl)c1 (stereo not drawn) | 8 | 7 | -11 | 15 | -23 | 15 | 9 | 12 | -12 | 1 | -27
CCCN(CC(=O)Nc1ccccc1OC)C(=O)c1ccccn1 | 3 | 17 | 10 | -13 | -6 | -1 | 4 | -13 | 5 | 2 | -12
CC(NC(=O)N1CCN(c2ccccc2F)CC1)c1ccc(F)c(F)c1 (stereo not drawn) | 9 | -1 | 0 | 9 | 9 | 10 | 19 | -9 | 4 | -18 | 2
CCC(C)NC(=O)NC(=O)CSc1nnc(-c2ccccc2F)n1C1CC1 (stereo not drawn) | -17 | -3 | 8 | 20 | 13 | 4 | -3 | -5 | -5 | -4 | 19
CNC(=S)N/N=C/C1=CCC2CC1C2(C)C (stereo not drawn) | 13 | -6 | 37 | 20 | -9 | 6 | 22 | -14 | 6 | 7 | -26
CC(=O)Nc1ccc(SC[C@H](CC(C)C)N2CCN(CCc3ccccc3)CCC2=O)cc1 | -29 | -6 | -19 | 6 | 20 | 1 | 22 | -6 | 22 | -16 | 8
O=C1CCCN1CCCNC(=S)Nc1ccc(Cl)cc1Cl | 6 | 9 | 14 | -5 | -1 | -13 | -23 | -11 | 1 | 3 | 3
O=C(Nc1cnc2ccccn2c1=O)c1ccc(Cl)cc1 | -39 | 12 | -26 | -54 | -10 | -10 | -114 | -50 | -18 | -19 | -71
Cc1c(S(=O)(=O)NC(C)c2ccccc2)c(=O)n(C)c(=O)n1C (stereo not drawn) | 4 | 6 | -11 | -22 | -3 | 8 | 1 | -4 | 10 | -6 | -19
O=C(c1cc(-c2ccc(F)cc2)on1)N1CCCC1 | -31 | 2 | 39 | -132 | -19 | 36 | -101 | -39 | 21 | 2 | -78
COc1ccc(N2CCN(Cc3cc(=O)oc4ccc5ccccc5c34)CC2)cc1 | -1 | -3 | -13 | 10 | -26 | 2 | -2 | 15 | 14 | 1 | 3
Cc1ccc(SCCNS(C)(=O)=O)cc1 | -16 | 6 | -3 | -11 | -18 | -7 | 1 | 3 | 6 | -4 | -5
COc1ccc(OC)c(CC(=O)Nc2cc(S(=O)(=O)N3CCCCC3)ccc2C)c1 | 6 | 18 | -2 | 23 | -6 | -10 | 17 | 11 | 6 | -14 | -2
O=C(c1cc2ccccc2o1)N1CCN(Cc2ccccc2)CC1 | 11 | -5 | -18 | -6 | 6 | 9 | -7 | 15 | -4 | -36 | -17
NC(=O)c1c(NC(=O)CN2CCN(S(=O)(=O)c3ccccc3)CC2)sc2c1CCC2 | 2 | 34 | -6 | 1 | -30 | 10 | 14 | 15 | 6 | 8 | -14
Cc1ccc(C)c(S(=O)(=O)N2CCN(C(=O)c3ccc(N4CCCC4)c([N+](=O)[O-])c3)CC2)c1 | 13 | -5 | -18 | -16 | -3 | -3 | 2 | -13 | 8 | -9 | 0
COc1ccc(CCN2C(=O)CC(Sc3ncccc3C(=O)O)C2=O)cc1OC (stereo not drawn) | 14 | -4 | -6 | -5 | -1 | -4 | 10 | 3 | 4 | 22 | -13
CCN(C[C@H]1N[C@@](CC)(C(=O)OC)[C@H]2C(=O)N(Cc3ccccc3)C(=O)[C@@H]12)S(=O)(=O)c1ccc(C(F)(F)F)cc1 | 0 | -6 | -40 | 12 | -1 | 8 | -26 | 26 | -10 | 8 | -23
COC(=O)c1ccc2c(=O)n(-c3ccc(OC)cc3)c(=S)[nH]c2c1 | 6 | -2 | -17 | 21 | -25 | -1 | 13 | -12 | 22 | -1 | -20
COc1ccc(Cl)cc1NC(=S)NCCO | 2 | -13 | 12 | 2 | -12 | 0 | 12 | 3 | -6 | -28 | 1
O=C(O)C1CCC(=O)N(C2CCCCC2)C1c1ccccc1Cl (stereo not drawn) | -3 | 2 | -2 | 14 | -11 | 9 | 4 | -28 | 5 | -14 | -81
CCOC(=O)CSc1nnc2n(Cc3ccccc3)c(=O)c3c4c(sc3n12)CCC4 | -13 | 11 | 24 | -3 | -11 | 4 | 3 | 8 | 5 | -10 | -2
COc1ccc(CCNC(=O)CC2SC(=NCc3ccccc3OC)NC2=O)cc1 (stereo not drawn) | 6 | -6 | 26 | 11 | -2 | 6 | 0 | -6 | -5 | -30 | 12

Whole records, looked up by structure. Order of screens: NR2F2 inh | KKLEB cytotox | TWEAK Fn14 block | NCOA3 inh | CF NFkB inh | C8 TRAIL sens | NR5A2 inv ag | SRC2 inh | LMP1 NFkB inh | TROY NFkB inh | NCOA1 inh
`NC(=O)c1c(NC(=O)CN2CCN(S(=O)(=O)c3ccccc3)CC2)sc2c1CCC2` in the list: 2 | 34 | -6 | 1 | -30 | 10 | 14 | 15 | 6 | 8 | -14
`O=C(O)C1CCC(=O)N(C2CCCCC2)C1c1ccccc1Cl` (stereo not drawn) in the list: -3 | 2 | -2 | 14 | -11 | 9 | 4 | -28 | 5 | -14 | -81

(next part)
SMILES | NR2F2 inh | KKLEB cytotox | TWEAK Fn14 block | NCOA3 inh | CF NFkB inh | C8 TRAIL sens | NR5A2 inv ag | SRC2 inh | LMP1 NFkB inh | TROY NFkB inh | NCOA1 inh
CSc1ccccc1NC(=O)c1cc(CC(C)C)on1 | -36 | -1 | -25 | -68 | 18 | 19 | -78 | -61 | -39 | -73 | -39
C/C(=N\NC(=O)c1nnn(-c2nonc2N)c1C(C)C)c1ccncc1 | -5 | 6 | -3 | 5 | -10 | 20 | 7 | 21 | 14 | 6 | -3
COc1cccc(CN(C)C(=O)CSC(C)C(=O)Nc2cc(C)on2)c1OC (stereo not drawn) | -14 | -8 | -12 | 7 | 4 | -2 | -1 | -14 | 1 | 8 | -1
O=C(NCCc1ccccc1)C1CCC(Cn2c(=O)c3ccccc3n(Cc3cccc(Cl)c3)c2=O)CC1 (stereo not drawn) | 8 | -5 | -1 | 13 | 0 | 5 | 2 | -9 | -15 | 4 | 14
COc1ccc(CNCC(O)(c2ccccc2)c2ccc(Cl)cc2)cc1 (stereo not drawn) | 11 | -18 | -15 | 10 | -3 | 20 | -20 | -4 | 1 | 14 | 5
CCc1nc2c(OCc3c(C)noc3C)cccn2c1N(C=O)Cc1ccc(OC)cc1 | 23 | 3 | -13 | 17 | -3 | -14 | -2 | 1 | . | 15 | -10
Cc1cc(C)n2nc(C(=O)NCC(=O)Nc3ccc(F)c(F)c3)nc2n1 | 7 | -1 | 8 | 12 | 3 | -12 | -2 | 0 | -1 | 15 | -13
COc1ccccc1NC(=S)N1CCN(C(=O)C2CCCO2)CC1 (stereo not drawn) | 11 | 5 | 11 | 7 | -12 | 2 | 10 | -5 | 2 | -1 | 10
CSCCC(NC(=O)COc1ccccc1)C(=O)OCc1ccc(Cl)cc1 (stereo not drawn) | -11 | 4 | -1 | 3 | -51 | 5 | -7 | 6 | -5 | 3 | 6
Clc1ccccc1OCCCOc1cccc2cccnc12 | -8 | -18 | -52 | -33 | 11 | 6 | -76 | -32 | -22 | -22 | -59
Cn1ncc(Br)c1C(=O)NC1CCCCCCC1 | -12 | 3 | 8 | -2 | 16 | 3 | -18 | 10 | -6 | -8 | -28
O=S(=O)(Nc1cc(Cl)ccc1N1CCCCC1)c1cccs1 | -4 | -1 | -21 | 10 | 4 | 17 | 9 | -20 | -3 | -36 | -5

Arranged by value in NCOA3 inh (highest first): some entries from above
molecule,NCOA3 inh
CCc1nc2c(OCc3c(C)noc3C)cccn2c1N(C=O)Cc1ccc(OC)cc1,17
COc1ccc(CNCC(O)(c2ccccc2)c2ccc(Cl)cc2)cc1 (stereo not drawn),10
CC(NC(=O)c1ccnc(C(C)(C)C)c1)c1ccccc1 (stereo not drawn),5
CCN(C(=O)COC(=O)COc1ccc2c(c1)CCC2)c1c(N)n(Cc2ccccc2)c(=O)[nH]c1=O,1
CC(C)OCC(O)CS(=O)(=O)Cc1ccccc1 (stereo not drawn),-4
Cc1c(S(=O)(=O)NC(C)c2ccccc2)c(=O)n(C)c(=O)n1C (stereo not drawn),-22

Later entries:
SMILES | NR2F2 inh | KKLEB cytotox | TWEAK Fn14 block | NCOA3 inh | CF NFkB inh | C8 TRAIL sens | NR5A2 inv ag | SRC2 inh | LMP1 NFkB inh | TROY NFkB inh | NCOA1 inh
CC(C(=O)NCC(=O)Nc1ccc(F)c(F)c1F)N1CCN(Cc2ccc(C#N)cc2)CC1 (stereo not drawn) | 1 | 22 | 8 | -4 | -19 | -13 | -17 | 8 | 2 | 2 | -2
COc1ccc(-c2nc3ccccc3c(C(=O)Nc3ccc(S(=O)(=O)Nc4cc(C)on4)cc3)c2C)cc1 | . | -9 | 51* | 31 | 27 | 18 | 9 | . | 50* | 19 | 20
CCN1CCN(Cc2nnc(-c3ccc(C)cc3)o2)CC1 | 3 | 4 | -13 | 17 | 8 | -6 | 5 | -2 | -4 | -15 | -2
CCn1nnnc1SCC(=O)N1CCN(c2ccccc2)CC1 | 1 | -5 | -2 | 15 | 8 | -4 | -5 | -26 | -2 | -9 | -2

Assay outcomes: PubChem, several laboratories
